Dynein cargo inh – blocks dynein driven cargo transport along microtubules; z-score, hits read low; AID 1381; 3617.4 mouse cells, GR-EGFP nuclear translocation imaging; test concentration mostly 20 µM; stimulated with dexamethasone, 1 µM; stronger effect = lower value; 220,000 compounds, 0.47% hits;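 active = plate z-score of nuclear minus cytoplasmic receptor signal below a set negative limit, without overly bright fluorescence or cell loss, cut at about -3.5 in these data, passing the limit was not always enough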;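 note: z-score of nuclear minus cytoplasmic ring GR-EGFP intensity difference per well; some compounds called inactive have numbers as strong as hits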
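Buffer or medium: tet-free, stripped-serum medium; Also added: dexamethasone, 1.0 µM final; Technique: high-content fluorescence imaging after fixation; Times: 48 h induction, 1 h compound, 30 min dex at 37 °C; Read-out: per-cell GR-EGFP intensity, nucleus versus surrounding cytoplasmic ring, well-averaged.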
M17LAP inhibition – P. falciparum M17LAP inhibitors, primary screen, biochemical, fluorogenic H-Leu-NHMec substrate, 1536-well (AID 1619) | recombinant M17LAP, H-Leu-NHMec fluorogenic kinetic assay; higher % means a stronger effect | one-dose inhibition, % at 30 µM; IC50 in µM for titrated hits | 220,000 compounds, 0.38% hits;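 active = compound inhibiting the enzyme by more than half at any dose during confirmatory dose-response retesting; inconclusive = strong single-dose inhibitors picked by rank but not retested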;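 note: plate controls were full reaction with DMSO carrier for no effect and no enzyme background for full effect; strong numbers were not always called active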
b-catenin transl – beta-catenin nuclear translocation modulation; HeLa beta-catenin nuclear translocation, immunofluorescence imaging; nuclear translocation activity, % at 5 µM; AID 1665; 190,000 compounds, 0.3% hits;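 active = nuclear translocation activity above 50% at 5 µM, with a well cell count of 50 or more; inconclusive = wells under 50 cells across six images, flagged as toxic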;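 note: per-cell ratio of nuclear to cytoplasmic median beta-catenin stain intensity; plate controls were DMSO negative control for no effect and GSK-3 inhibitor IX positive control for full effect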
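Assay system: human HeLa cells, native beta-catenin; doses: 5 µM primary, 0.02–20 µM confirmation; incubation: compound treatment 24 h, 37°C, 5% CO2; technique: fluorescence imaging of beta-catenin antibody stain plus DAPI; measure: % activation, nuclear-to-cytoplasmic median beta-catenin signal ratio per cell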
NOD2 inhibition – NOD2 signaling inhibitors, cell-based, luminescence, uHTS, HEK293 (AID 1566); 290,000 compounds, 0.63% hits; HEK293 NOD2/NF-kB luciferase reporter, luminescence; higher % means a stronger effect; inhibition, % at 4 µM; hits with a dose series show EC50 in µM; in the data active = inhibition above about 50%; note: many of its hits are not listed in these tables
Yfh1-off respiration – mitochondrial function rescue without frataxin homolog – Friedreich's ataxia, plus single-dose screen, dose response (AID 1465); S. cerevisiae Yfh1-off respiration, WST-1 reduction, 72 h; higher fold induction means a stronger effect; fold induction at 50 µM; hits with a dose series show EC50 in µM; 220,000 compounds, 0.074% hits;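 active = fold induction of absorbance versus untreated yeast above a set limit, then at least 30% activation at any dose in follow-up; inconclusive = repeats straddling the limit, or above it without dose testing; inactive = fold induction below the set limit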;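 note: activators that raise dye reduction in frataxin-depleted yeast; strong numbers were not always called active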
Autophagy mod – modulators of autophagy | MEF GFP-LC3 puncta imaging; test concentration mostly 10 µM | calls only at 10 µM (by protocol) | 190,000 compounds, 0.98% hits;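 active = percentage of spot-positive cells more than 3 SD above its plate mean, without a fluorescence outlier flag or 80% toxicity; inconclusive = no clear call, values can overlap the other calls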;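 note: spot-positive cell cutoff set from DMSO-treated cells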
NOD1 NF-kB reporter – inhibition of NOD1-driven NF-kB reporter – cell-based, luminescence, uHTS, primary screen (AID 1578). NOD1-driven NF-kB luciferase reporter cells, luminescence; higher % means a stronger effect. inhibition, % at 4 µM; hits with a dose series show EC50 in µM. 290,000 compounds, 1% hits; in the data active = inhibition mostly above about 36%, no sharp cut-off; inactive = mostly below about 34%;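 note: HEK-293T reporter cells stimulated with the NOD1 agonist gamma-tri-DAP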
MT stabilize HCS – microtubule stabilization, imaging screen | AID 2205 | HeLa tubulin immunostaining HCS, 24 h; share of cells brighter than vehicle mean+2SD | 200,000 compounds, 0.83% hits | % tubulin-high responders, % at 10 µM;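 active = plate Z-score above 3 for both tubulin-high and condensed-nucleus cell shares, with cell loss under 80%, at 10 µM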;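 note: anti alpha tubulin signal scored within the nucleus-defined area of each cell; some results filed as inactive read as strong as hits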
Ins promoter up – MIN6 insulin promoter up-regulation | MIN6 insulin promoter-GFP reporter, high-content imaging; stronger effect = higher value | z-score at 5 µM | 190,000 compounds, 0.3% hits | AID 1625;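 active = z-score above 3 at 5 µM with at least 500 cells counted in the well; inconclusive = wells under 500 cells, flagged as cytotoxic or low count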
Dynein cargo inh cytoplasmic EGFP – further read-out of Dynein cargo inh, marked with its call; z-score; measured here: cytoplasmic GR-EGFP intensity; stronger effect = higher value
Dynein cargo inh nuclear GR-EGFP – second read-out of Dynein cargo inh, no call of its own (marks repeat the call); z-score; measured here: nuclear GR-EGFP intensity;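 lower value marks the stronger effect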
Dynein cargo inh cell count – recorded beside Dynein cargo inh, whose call it bears; z-score; measured here: cell count per field
Ins promoter up cell count – also measured in Ins promoter up; calls as there; cell count; measured here: cytotoxicity, nuclei count;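 total cells summed across four imaged fields per well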
b-catenin transl cell count 5 µM – second read-out of b-catenin transl, no call of its own (marks repeat the call); cell count; measured here: cell count, cytotoxicity flag
MT stabilize HCS Hoechst-high % – further read-out of MT stabilize HCS, marked with its call; % Hoechst-high responders; measured here: nuclear condensation Hoechst responders;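 share of cells brighter than vehicle mean plus two SD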
MT stabilize HCS cytotoxicity % – further read-out of MT stabilize HCS, marked with its call; toxicity, %; measured here: cytotoxicity by cell density;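 0% = mean cell density of plate MIN control wells and 100% = no cells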
Autophagy mod cell loss 18 h – recorded beside Autophagy mod, whose call it bears; toxicity, %; measured here: cell loss, nuclei count;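 cell loss after 18 h compound exposure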
Starred values were filed as active, the others as inactive; i = inactive; ? = inconclusive; . = no result given. This is a subset, so the mix of outcomes need not match the whole.

SMILES | Dynein cargo inh | Dynein cargo inh cytoplasmic EGFP | Dynein cargo inh nuclear GR-EGFP | Dynein cargo inh cell count | M17LAP inhibition | b-catenin transl | b-catenin transl cell count 5 µM | NOD2 inhibition | Yfh1-off respiration | Autophagy mod | Autophagy mod cell loss 18 h | NOD1 NF-kB reporter | MT stabilize HCS | MT stabilize HCS Hoechst-high % | MT stabilize HCS cytotoxicity % | Ins promoter up | Ins promoter up cell count
CCN(CCCCCCN)c1ccc2c(=O)[nH][nH]c(=O)c2c1 | -0.63 | -0.3 | -0.28 | 0.59 | 6% | -1.4 | 1067 | 6% | i | i | 20 | -16% | 1.5 | 1.6 | 1.9 | . | .
COc1ccc(CSCC(=O)NN=C2CCN(C)CC2)cc1 | 0.43 | -0.32 | 0.5 | 0.13 | -1% | 0.3 | 1051 | 20% | i | i | 5 | -37% | 4.8 | 2.5 | 4.9 | 0.06 | 1271
Cc1cc(Cl)c(S(=O)(=O)N2CCN(c3ccccc3)CC2)cc1OCC(N)=O | 0.41 | -0.19 | 0.15 | -1.6 | 3% | -1.2 | 1235 | 12% | i | i | 3 | -8% | 3.0 | 2.1 | 6.6 | . | .
Nc1ncnc2c1cnn2-c1ccccc1 | 0.066 | -0.15 | 0.039 | -0.33 | 11% | 9.4 | 1205 | -6% | i | i | -2 | . | 3.4 | 2.4 | 5.3 | 0.35 | 1521
COc1ccc(-c2[nH]c(-c3ccccc3)nc2SCC(=O)Nc2nccs2)cc1 | 2.1 | -0.12 | 2.3 | -1.6 | -4% | -1.5 | 566 | -13% | i | i | -3 | 82%* | 5.6 | 2.2 | 7.1 | -0.72 | 768
CCCCN(CC)CCNC(=O)c1nn(-c2ccc(OC)cc2)c(=O)c2c1c1ccccc1n2C | 0.38 | -0.26 | 0.46 | -0.14 | 9% | -1.7 | 1147 | -2% | i | i | -4 | -50% | 3.2 | 3.3 | 6.1 | -0.25 | 1176
Cc1[nH]nc2c1C(c1cccc(O)c1)C1=C(CC(C)(C)CC1=O)N2 (stereo not given) | -0.73 | -0.14 | -0.24 | 0.91 | -45% | 3.4 | 996 | 6% | i | i | -12 | -2% | 2.2 | 2.5 | 4.4 | 0.13 | 1236
Cc1cc([N+](=O)[O-])nn1Cn1nc([N+](=O)[O-])cc1C | -0.68 | 0.57 | 0.025 | 0.32 | -3% | -1.2 | 1061 | 19% | i | i | 5 | -31% | 3.5 | 4.5 | 8.7 | 0.08 | 1227
O=C(O)c1[nH]c2ccccc2c1NS(=O)(=O)Cc1ccccc1 | -0.15 | -0.31 | 0.23 | 0.45 | 40% | 0.5 | 1202 | 17% | i | i | 3 | -4% | 5.9 | 2.7 | 11 | -1.1 | 1203
Cc1nn(-c2ccccn2)c(C)c1Oc1ccccc1O | -0.14 | -0.21 | 0.094 | 0.55 | 5% | 1.0 | 1237 | -10% | i | i | -3 | 3% | 1.5 | 0.7 | 1.7 | 0.91 | 937
O=C(Nc1ccc(N2CCOCC2)cc1)c1cc2c(s1)CCCC2 | -0.78 | -0.0091 | -0.22 | 0.099 | 6% | -3.0 | 1132 | 11% | i | i | -5 | -12% | 2.4 | 2.0 | 8.4 | -0.3 | 1622
CC(C)CC(=O)NC(=S)NNC(=O)c1ccc([N+](=O)[O-])cc1 | -0.52 | -0.23 | -0.41 | 0.017 | 20% | -3.5 | 1112 | 17% | i | i | 19 | 6% | 2.6 | 3.5 | 12 | 0.64 | 1291
O=C(O)/C=C/C(=O)NCc1ccccc1 | -0.18 | -0.31 | -0.43 | 0.18 | 12% | 0.8 | 509 | 16% | i | i | -13 | 2% | 4.4 | 1.8 | 5.7 | 0.03 | 1029
CC1(C)CC(=O)N(CC(=O)NC2CCCC2)c2ccccc2S1(=O)=O | -0.15 | -0.2 | 0.13 | 0.1 | 0% | . | . | 12% | i | i | -4 | -4% | 2.5 | 3.9 | 9.8 | 0.01 | 934
CCN(Cc1ccccc1)C(=O)CS(=O)(=O)c1ccccc1 | -0.23 | -0.31 | 0.33 | 0.099 | -1% | -1.2 | 911 | 1% | i | i | -3 | 10% | 2.3 | 1.2 | 4.6 | -1 | 1618
CC1CCC2=NN(C(=O)c3ccco3)C(O)(C(F)(F)F)C2C1 (stereo not given) | -0.47 | -0.081 | 0.2 | -0.94 | . | 1.5 | 1458 | -8% | i | i | 4 | -31% | 3.0 | 1.4 | 11 | -0.17 | 1626
CCC(=O)c1cc(F)ccc1OCC(=O)N1CCN(c2ccc(F)cc2)CC1 | 0.19 | -0.22 | 0.33 | 0.25 | 6% | 1.6 | 1072 | 1% | i | i | 4 | 3% | 3.8 | 3.6 | 9.4 | -0.09 | 1178
O=C(/C=C/c1cccc(Cl)c1)NCc1cccs1 | -0.37 | -0.2 | -0.41 | 0.75 | 17% | -1.3 | 1445 | -24% | i | i | 2 | . | 1.5 | 1.9 | 8.5 | -0.42 | 1448
Cc1c(C(=O)c2cccc(F)c2)c2ccccn2c1CCC#N | -0.42 | -0.32 | -0.077 | 0.25 | 4% | -3.1 | 1005 | 14% | i | i | 4 | -37% | 6.1 | 1.3 | 6.0 | 0.08 | 1241
CCOc1cc(NC(=S)NCC2CCCO2)c(OCC)cc1NC(=O)c1cccc(F)c1 (stereo not given) | 0.3 | -0.34 | 0.033 | 0.02 | 11% | 0.1 | 1449 | -1% | i | i | 35 | -2% | 4.6 | 3.6 | 10.0 | 0.25 | 1404
CCOC(=O)N1CCC(NC(=O)C2CCCN(Cc3nc(-c4cccc(Cl)c4)oc3C)C2)CC1 (stereo not given) | -0.56 | -0.093 | -0.13 | 0.1 | 4% | . | . | 41% | i | i | 2 | 41% | 2.2 | 3.3 | 11 | ? | .
Cn1cc(C(=O)NCN2CCCCC2)c2ccccc21 | -0.3 | -0.16 | 0.046 | 0.41 | 7% | . | . | -3% | . | i | -20 | -1% | 0.9 | 0.8 | 7.3 | 0.13 | 998
CCOC(=O)c1c(C)[nH]c(C)c1C(=O)COC(=O)/C=C/c1cccc(Cl)c1 | 0.94 | -0.32 | 0.2 | -0.48 | 11% | . | . | 7% | i | i | -20 | -10% | 2.3 | 1.9 | 5.9 | -0.21 | 1470
O=C(O)CN1C(=O)c2ccc(Oc3ccc4c(c3)C(=O)N(CC(=O)O)C4=O)cc2C1=O | 0.94 | -0.088 | 0.92 | -1.5 | 7% | -0.1 | 1307 | 3% | i | . | . | -12% | . | . | . | 0.61 | 1052
COc1cc(CN2CCNC(=O)C2CC(=O)O)cc(OC)c1 (stereo not given) | 0.36 | -0.21 | 0.052 | -0.47 | 10% | 0.4 | 987 | 4% | i | i | -4 | -26% | 3.1 | 2.4 | 3.2 | 0.72 | 1485
CCOC(=O)c1cnc2ccc(Cl)cc2c1N1CCN(C)CC1 | -0.53 | -0.29 | 0.037 | 0.31 | -12% | . | . | -46% | i | i | 4 | . | 2.7 | 1.7 | 45 | -0.75 | 1293
c1ccc2c(CN3CCOCC3)c3ccccc3c(CN3CCOCC3)c2c1 | -0.86 | -0.18 | -0.82 | 1.5 | -2% | 0.0 | 1287 | 5% | i | i | -1 | 14% | 1.8 | 1.4 | 11 | -0.05 | 1520
CC(C)(C)c1ccc(OCC(=O)N/N=C/c2ccc(N3CCOCC3)cc2)cc1 | 0.29 | -0.24 | 0.9 | -0.18 | 3% | -1.3 | 563 | -4% | i | i | 2 | -14% | 2.7 | 1.7 | 5.1 | -0.12 | 1423
O=C(Nc1cccnc1)c1ccc(S(=O)(=O)c2ccc(Cl)cc2)cc1 | -0.33 | -0.3 | -0.13 | 0.89 | -1% | -0.4 | 1009 | 8% | i | i | 13 | 28% | 1.9 | 1.3 | 2.7 | . | .
CC(C)c1ccc(NC(=O)CSc2nc3c(c(=O)[nH]2)CCC3)cc1 | -0.13 | -0.23 | 0.32 | 0.64 | 19% | 1.9 | 1007 | 18% | i | i | -40 | 10% | 2.3 | 2.8 | 7.9 | ? | .
OCc1nc2nc(Cl)c(Cl)nc2[nH]1 | 0.39 | -0.28 | 0.2 | 0.39 | 1% | 4.3 | 951 | 22% | i | . | . | 7% | . | . | . | -0.06 | 1390
CC[N+]1(CC)CC2=Cc3ccccc3CC2C1 (stereo not given) | -0.48 | -0.21 | -0.37 | -0.12 | -3% | -5.6 | 1114 | 2% | i | i | 18 | -22% | 2.6 | 3.0 | 3.6 | 0.17 | 1178
COC(=O)CSc1nnnn1-c1ccccc1 | 0.71 | -0.21 | 0.29 | 0.093 | 10% | 2.1 | 897 | 7% | i | i | -38 | 11% | 1.4 | 1.9 | 8.4 | 0.4 | 1144
O=c1c(Cc2ccccc2)c(O)c2cccc3c4c(n1c23)CCCC4 | -0.7 | -0.18 | -0.039 | 0.43 | 2% | 1.2 | 1355 | 25% | i | . | . | 15% | . | . | . | 0.96 | 1028

Source: PubChem BioAssay (several laboratories)
